Screening data: PubChem, National Center for Advancing Translational Sciences (NCATS)
a7 integrin act: qHTS for Activators of Integrin-Mediated Alleviation for Muscular Dystrophy | alpha7betagal myoblasts, beta-gal FDG fluorescence, 48 h | Potency, µM (highest dose often 38.3 µM), for the others: at the highest dose activation, actives largely listed as activators | 350,000 tested, 0.064% active;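 note: potency is the fitted concentration of half-maximal effect; 100% = response of the positive control SU9516; nearly all actives have a fitted effect of over 60% in size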
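Alpha7betagal+/- myoblasts (passage 13) were plated 16-24 hr, then exposed to compounds (1:260 dilution of DMSO stock) for 48 hours at 37C. After MPER lysis, β-galactosidase reporter activity was read as FDG fluorescence (ex 480/em 540) after 30 minutes.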
TCR activator: Activators of T cell receptors: qHTS campaign; primary human leukocytes, anti-CD3, IL-2 HTRF, 48 h; Potency, µM (highest dose often 9.22 µM), for the others: at the highest dose activation of IL-2 secretion, hits mostly activators; 330,000 tested, under 10 active; note: % of control where 0% means no effect
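Primary human leukocytes incubated 48 hr with anti-CD3 beads plus compound, without co-stimulation. Secreted IL-2 measured by HTRF (europium cryptate/d2 anti-IL-2 pair, 320 nm excitation, 665 nm emission).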
PTAP TSG101 blk: qHTS Assay for Iinhibitors of HIV-1 Budding by Blocking the Interaction of PTAP/TSG101 | Tumor susceptibility gene 101 protein (Homo sapiens), Q99816 | Fluorescence polarization, FITC-PTAP peptide / Tsg101 binding | Potency, µM (series often up to 115 µM), for the others: at the top dose activity change, negative = inhibition, actives largely listed as inhibitors | 340,000 tested, under 10 active; active = well fitted inhibition curve with a large enough effect in the main read-out, with a control signal flat, not every such curve was filed as active; inconclusive = small, poorly fitted or top-dose-only effect, or effect the other way, or a change in a side signal; inactive = no such curve, though single readings can be large or run the other way; note: potency is the fitted concentration of half-maximal effect; % of control where 0% means no effect
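Tsg101 binding domain (10 uM final) was mixed with compound and a FITC-labeled PTAP peptide (50 nM final) in HEPES pH 7.5 buffer with NaCl, Tween 20, EDTA and TCEP; fluorescence polarization was read after 20 min at r.t.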
Menin MLL FP TR: qHTS Assay for Inhibitors Targeting the Menin-MLL Interaction in MLL Related Leukemias: Competition With Texas Red Labeled MLL-derived Mutant Peptide; Potency, µM (highest dose often 61.6 µM), for inactives: at the top dose FP activity change, negative = inhibition, usual class: inhibitors; Menin + Texas Red MLL mutant peptide, fluorescence polarization; 270,000 tested, 0.23% active; AID 1768, 2009; O00255; active = well fitted inhibition curve with a large enough effect in the polarisation, with a control signal flat, not every such curve was filed as active; inconclusive = small, poorly fitted or top-dose-only effect, or effect the other way, or a change in a side signal; inactive = no such curve, though single readings can be large or run the other way; the % refers to the polarisation; note: potency is the fitted concentration of half-maximal effect; % of control where 0% means no effect; many of its hits are not listed in these tables
MLL CXXC-DNA inh: qHTS Fluorescence Polarization Assay for Inhibitors of MLL CXXC domain - DNA interaction; 290,000 tested, 0.037% active; Potency, µM (series often up to 115 µM), for the others: at the top dose activity change, negative = inhibition, usual class: inhibitors; MLL-CXXC / FITC-HOXA9 DNA fluorescence polarization; Histone-lysine N-methyltransferase 2A (Homo sapiens), Q03164; active = well fitted inhibition curve with a large enough effect in the polarisation, with a control signal flat, not every such curve was filed as active; inconclusive = small, poorly fitted or top-dose-only effect, or effect the other way, or a change in a side signal; inactive = no such curve, though single readings can be large or run the other way; the % refers to the polarisation; note: potency is the fitted concentration of half-maximal effect
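Purified MLL-CXXC (added from a 7 uM solution) was preincubated 5 min at ambient with pinned compounds in 50 mM Tris-HCl pH 7.5, 50 mM NaCl, 1 mM DTT, 0.05% BSA. Fluorescein-labeled HOX-A9 DNA (50 nM solution) followed, 30 min, then polarization read.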
S-ASM inh: Inhibitors of Secretory Acid Sphingomyelinase (S-ASM): qHTS; Sphingomyelin phosphodiesterase (Homo sapiens), P17405; placental ASM, HMU-PC fluorogenic substrate, 60 min; Potency, µM (top dose mostly 57.5 µM), for the others: at the top dose activity change, negative = inhibition, hits mostly inhibitors; 340,000 tested, 0.006% active; AID 504937, 2011; note: potency is the fitted concentration of half-maximal effect
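HMU-PC0 cleavage (9 uM final) by human placental ASM, 60 min at 37 °C following 10 min compound exposure at RT; stopped at pH 10, fluorescence Ex 386/Em 447 nm.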
TSHR antag: Antagonists of the Thyroid Stimulating Hormone Receptor: HTS campaign | TSHR-expressing cells, TSH-stimulated cAMP HTRF, 2 h; stronger effect = lower value | activity change, negative = inhibition, % at 11.5 µM | 330,000 tested, 0.2% active | AID 504810, 2011;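 active = activity change below a set negative limit, meaning inhibition stronger than a set level, cut at about -70% in these data; inconclusive = activity change between two set negative limits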; note: % is set by controls: 0 for no effect and ±100 for the full control effect
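Inhibition of cAMP made by TSHR-expressing cells under TSH stimulation (4nM final, EC80; 2 h, 37 deg C) is quantified with a one-step lysis HTRF kit, anti-cAMP cryptate versus cAMP-d2.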
Mito fusion act: qHTS Assay for Small Molecule Inhibitors of Mitochondrial Division or Activators of Mitochondrial Fusion | 320,000 tested, 0.23% active | AID 485298, 2010 | S. cerevisiae fusion-defective mutant growth rescue, CellTiterGlo 48 h | Potency, µM (doses to about 46.1 µM), for inactives: at the highest dose growth rescue (activation), hits mostly activators;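 note: potency is the fitted concentration of half-maximal effect; % of control where 0% means no effect; nearly all actives have a fitted effect of over 45% in size; temperature-sensitive fusion mutants such as fzo1-1 at 37 °C on non-fermentable ethanol glycerol medium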
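Yeast fusion mutant, YPEG (non-fermentable carbon), compound, 48 h at 37C non-permissive; CellTiterGlo added, 10 min RT, luminescence read. Rescued growth = division inhibition.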
MBNL1-CUG inh: qHTS Assay for Inhibitors of MBNL1-poly(CUG) RNA binding; TR-FRET MBNL1-His/biotin-(CUG)12 binding, 665/545 ratio; Potency, µM (top dose mostly 57.5 µM), inactives show at the highest dose activity change, negative = inhibition, most hits filed as inhibitors; 280,000 tested, 0.036% active; active = well fitted inhibition curve with a large enough effect in the signal ratio, with a control signal flat, not every such curve was filed as active; inconclusive = small, poorly fitted or top-dose-only effect, or effect the other way, or a change in a side signal; inactive = no such curve, though single readings can be large or run the other way; the % refers to the signal ratio; note: potency is the fitted concentration of half-maximal effect; % is set by controls: 0 for no effect and ±100 for the full control effect
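Ratiometric TR-FRET (665 over 545 nm, excitation 340 nm) tracks disruption of MBNL1-His/biotin-(CUG)12 complex after 60 min at room temperature, with compounds at 92 nM to 58 uM final.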
A-T KAP1 phos: qHTS Assay for Identifying a Potential Treatment of Ataxia-Telangiectasia | […] A-T fibroblasts, KAP-1 phosphorylation AlphaLISA; neocarzinostatin DNA damage 30 min before lysis | Potency, µM (titrated, usually from 57.5 µM), for inactives: top-dose activation, usual class: activators | 320,000 tested, 0.19% active | AID 485349, 2010; note: potency is the fitted concentration of half-maximal effect; % of control where 0% means no effect; nearly all actives have a fitted effect of over 45% in size
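hTERT-immortalized A-T patient fibroblasts ([…]), 500 cells/well in OPTI-MEM, 1% FBS, got compounds for 60 min, then NCS for 30 min at 37C. Lysates were then assayed for phospho-KAP-1 by AlphaLISA (anti-pKAP1 donor, anti-KAP1 acceptor beads), 6 hr at 25C.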
Active calls of the source: *; i = inactive; ? = inconclusive; . = not tested or not shown; [ ] = dose if it differs, or a comment. Unless noted, calls come from the whole dose curve; as a rule, active = well fitted curve in the direction sought with a large enough effect; inconclusive = small, poorly fitted or top-dose-only effect, or another doubt; inactive = no such curve, though single readings can be large; an effect the other way counts as inactive or inconclusive.

The opening 3 records, ahead of the listing:
SMILES	a7 integrin act	TCR activator	PTAP TSG101 blk	Menin MLL FP TR	MLL CXXC-DNA inh	S-ASM inh	TSHR antag	Mito fusion act	MBNL1-CUG inh	A-T KAP1 phos
O=C(c1ccc2c(c1)OCCCO2)c1cccs1	11%[7.66 µM]	-2%	-5%	3%	-4%	-1%	8	6%	9%	9%
Cc1ccc(S(=O)(=O)N2C[C@@H]3[C@H]4CC[C@H](C4)[C@@H]3[C@@H](C)[C@H]2C#N)cc1	0%	0%[46.1 µM]	-4%	.	.	-2%	-22	.	.	16%
Cc1nc(SCC(=O)N2CCC(Cc3ccccc3)CC2)[nH]c(=O)c1C	0%	-1%	-2%	.	.	0%	9	0%	.	12%

Results, from the start:
SMILES	a7 integrin act	TCR activator	PTAP TSG101 blk	Menin MLL FP TR	MLL CXXC-DNA inh	S-ASM inh	TSHR antag	Mito fusion act	MBNL1-CUG inh	A-T KAP1 phos
O=C(c1ccc2c(c1)OCCCO2)c1cccs1	11%[7.66 µM]	-2%	-5%	3%	-4%	-1%	8	6%	9%	9%
Cc1ccc(S(=O)(=O)N2C[C@@H]3[C@H]4CC[C@H](C4)[C@@H]3[C@@H](C)[C@H]2C#N)cc1	0%	0%[46.1 µM]	-4%	.	.	-2%	-22	.	.	16%
Cc1nc(SCC(=O)N2CCC(Cc3ccccc3)CC2)[nH]c(=O)c1C	0%	-1%	-2%	.	.	0%	9	0%	.	12%
CCOC(=O)c1nc(C)sc1-c1ccnn1S(=O)(=O)c1ccccc1C(F)(F)F	-13%	5%	-4%	.	-4%	-5%	-3	1%	.	3%
Cc1cc(C)n(-c2nc3c(c(=O)[nH]c(=O)n3C)n2CC(O)c2ccccc2)n1 (stereo not drawn)	9%	2%	2%	-9%	1%	2%	1	-1%	-1%	6%
CCOC(=O)CCCCC(=O)c1[nH]c(=O)[nH]c1CSCCO	14%	.	-7%	5%	4%	3%	12	-1%	3.5µM*	-4%
Cc1ccc2nc(C)c3c(c2c1)N(c1ccc(F)cc1)CC3	2%	-1%	-4%	.	-22%	428%[activator]	-4	9%	?	-7%
O=C(COC(=O)CCc1nc2ccccc2c(=O)[nH]1)NC(c1ccccc1)c1ccccc1	0%	-3%	1%	.	-8%	-1%	0	-1%	1%	9%
C=CCn1c(SCC(=O)N(CC)CC)nc(O)cc1=O	-5%[7.66 µM]	2%	-2%	-5%	1%	-3%	-1	-1%	-9%	0%
COC(=O)c1c(NC(=O)c2ccco2)sc2c1CC(C)(C)NC2(C)C	-3%	1%	-4%	.	-10%	32%[activator]	41	4%	-2%	3%
Cn1c(=O)[nH]c(=O)c2c1nc1n2CC(COc2ccc3ccccc3c2)O1 (stereo not drawn)	-13%	7%	-2%	.	-10%	-2%	-2	-1%	-8%	2%
CC(=O)c1ccc(NC(=O)C2CC(=O)N(C(C)C)C2)cc1 (stereo not drawn)	?	5%	0%	-1%	-6%	1%	-1	1%	-4%	4%
COc1ccc(N2CCN(CC(=O)NC(=O)NCc3ccco3)CC2)cc1	16%	3%[46.1 µM]	-4%	-7%	-4%	6%	0	0%	0%	-2%
Cc1ccc(SCC(=O)NC(=O)Nc2ccc3c(c2)OCCO3)c(C)c1	0%	1%[46.1 µM]	-2%	-17%	6%	3%	7	-2%	-6%	-1%
COc1ccc(/C=N/NC(=O)c2sc3nc(C)cc(C)c3c2N)cc1	?	0%	2%	.	1%	i	8	0%	-2%	?
Cc1cc(C)nc(N/N=C/c2ccccc2)n1	18%	1%	-9%	8%	0%	2%	-4	8%	?	-2%
COCc1[nH][nH]c(=O)c1C=Nc1ccc(C(F)(F)F)cc1	0%	0%	-4%	-13%	-1%	3%	5	-4%	-2%	-4%
Cc1ccc(C(=O)N/C(=C\c2cccs2)C(=O)NC2CCCCC2)cc1	15%	-7%	-13%	-8%	2%	11%	-3	0%	?	.
CN1CCN(C(=O)c2ccccc2NC(=O)COc2ccccc2Cl)CC1	-6%	2%	0%	.	-4%	1%	4	-1%	-1%	3%
COc1cc(C(=O)Nc2ccc(S(=O)(=O)Nc3ncccn3)cc2)c([N+](=O)[O-])cc1OC	-44%	0%	-5%	-19%	4%	1%	0	5%	?	-6%
Cc1cc(C)n(CC2CC(=O)N(c3ccc(C)c(Cl)c3)C2=O)n1 (stereo not drawn)	19%	2%[46.1 µM]	0%	8%	-5%	-1%	7	-2%	-7%	3%
CC1CCN(C(=O)Cn2c3ccc(F)cc3c3nc4n(c(=O)c32)CCCS4)CC1	2%	0%	-2%	.	-1%	-2%	-11	4%	6%	9%
CCN(C(=O)c1cc2cc(OC)ccc2oc1=O)c1ccccc1	32%	-5%	-3%	1%	4%	3%	-7	-1%	5%	-9%
O=C(COc1cc(Cl)ccc1Cl)Nc1nnc(C2CC2)s1	0%	3%	2%	.	11%	-2%	11	2%	2%	-6%
CCOc1ccccc1OCCCC(=O)N1CCN(S(=O)(=O)c2cccc(F)c2)CC1	6%	7%	-7%	-4%	-6%	3%	4	0%	-2%	1%

MBNL1-CUG inh, hit marks shown above
Structure | a7 integrin act | TCR activator | PTAP TSG101 blk | Menin MLL FP TR | MLL CXXC-DNA inh | S-ASM inh | TSHR antag | Mito fusion act | MBNL1-CUG inh
CCOC(=O)CCCCC(=O)c1[nH]c(=O)[nH]c1CSCCO | 14% | . | -7% | 5% | 4% | 3% | 12 | -1% | 3.5µM*

Following part
SMILES	a7 integrin act	TCR activator	PTAP TSG101 blk	Menin MLL FP TR	MLL CXXC-DNA inh	S-ASM inh	TSHR antag	Mito fusion act	MBNL1-CUG inh	A-T KAP1 phos
COc1cc(C(=O)NCCc2cn3ccc(C)cc3n2)cc(OC)c1OC	-13%	-6%	-9%	-2%	8%	-6%	-5	-2%	-3%	2%
O=C(NCCOc1ccccc1)c1ccccc1SCC(=O)N1CCCC1	-5%	2%	-2%	.	.	3%	-2	-2%	.	13%
CCOc1ccc(C2C(C(=O)O)c3ccccc3C(=O)N2CCN2CCOCC2)cc1 (stereo not drawn)	5%	5%	1%	25%	2%	0%	41	6%	-13%	12%
COc1ccc(CCNC(=O)c2ccc(CNS(=O)(=O)c3cc(C)ccc3C)cc2)cc1OC	6%	-1%	-1%	16%	-2%	-5%	-16	-1%	4%	1%
O=C(NCC(c1ccco1)N1CCc2ccccc21)C(=O)Nc1ccccc1F (stereo not drawn)	-38%[inhibitor]	6%	0%	.	.	-2%	-9	19%	.	0%
CC1CC(NC(=O)c2cc3c(=O)n4ccccc4nc3n2C)CC(C)(C)C1 (stereo not drawn)	15%	-3%	3%	.	12%	i	-7	11%	4%	28µM*
CC(C)n1c(SCC(=O)N2CCCC2)nc2c1c(=O)n(C)c(=O)n2C	-17%	2%	-1%	19%	3%	0%	-2	2%	-11%	-6%
C=CCOc1ccc2c(c1)c(S(=O)(=O)c1ccc(C)cc1)cn2COC	24%	8%	-13%	13%	4%	-2%	-15	-5%	-6%	-3%
COC(=O)C1=CN(CC2CCCO2)C=C(C(=O)OC)C1c1ccsc1 (stereo not drawn)	5%	1%	-1%	-6%	-15%	i	6	11%	17%	22%
O=C(c1ccco1)N1CCN(C(=O)c2ccco2)C1=S	-41%	0%	-11%	.	.	1%	.	.	.	.
COC(=O)C1CCN(C(=O)c2ccc(SC)cc2OC)CC1	14%	1%	-4%	2%	4%	-5%	-8	-1%	-3%	3%
O=C1CNC(=S)N1CCCn1ccnc1	15%	-31%	-2%	3%	16%	5%	4	-1%	1%	1%
CCN(CC)c1ccc(CNCc2cccs2)cc1	38%	-6%	0%	-16%	-13%	3%	-3	5%	11%	-5%
Cc1cc[n+](CC[n+]2ccc(C)cc2)cc1	24%	0%	-4%	.	.	-5%	28	-5%	.	7%

These rows are one share of the data. The share of hits here may be higher or lower than overall.
